Source: PubChem BioAssay (Sanford-Burnham Center for Chemical Genomics)
H9c2 TAG inh = inhibitors of triacylglycerol accumulation, primary screen, cell-based, uHTS, fluorescence, H9c2 | H9c2 cells, Nile Red lipid (TAG) fluorescence; cells loaded with 200 µM oleic acid | inhibition, % at 12.5 µM | 0.66% of 230,000 active | AID 651582, 2012;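 active = pattern-corrected inhibition of lipid staining of at least 50% with the nuclear-stain viability signal not falling by more than 50%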;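 note: 0% = DMSO wells and 100% = triacsin C control wells; some results filed as inactive read as strong as hits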
H9c2 TAG inh DAPI viability = also measured in H9c2 TAG inh; calls as there; DAPI nuclei signal change (viability), lower = more cytotoxic, %;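 whole-well DAPI fluorescence read on a plate reader as a viability signal; minus 50 percent equals half of cells still viable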
Active calls of the source: *; & = joins results of further samples. Not all compounds are listed. The share of hits here may be higher or lower than overall.

SMILES	H9c2 TAG inh	H9c2 TAG inh DAPI viability
COc1cc(/C=N/NC(=O)c2cccs2)ccc1O	6	-5
Cc1ccc(O)c(N=Nc2ccc(S(=O)(=O)N3CCCC3)cc2)c1	8	-2
Cn1nc(C(=O)OCC(=O)Nc2ccc(S(N)(=O)=O)cc2)c2ccccc2c1=O	-4	11
Cc1c(Cl)c(C(=O)NC2CCCC2)nn1C	4	-3
COc1cc(C(c2nnnn2C(C)(C)C)N2CCN(C)CC2)cc(OC)c1OC (stereo not given)	-1	-6
CCOc1ccc(-c2noc(-c3ccncc3)n2)cc1OCC	-6	-7
O=C(Oc1ccc(/C=N/NC(=O)c2ccccn2)cc1)c1cccc(F)c1	1	1
Cc1ccc(NC(=O)CSc2nc(CSc3ccc(C)cc3)cc(=O)[nH]2)cc1	11	-7
O=C(N/N=C/c1cccnc1)C12CC3CC(CC(C3)C1)C2	7	7
Cc1cc(Br)cc2c(C(=O)NCC3CCCO3)cc(-c3cccs3)nc12 (stereo not given)	-29	8
COc1ccc(C(=O)NNC(=O)CSc2ccccc2)cc1	-1	-4
Cc1ccc(-c2nc(N)n(C(=O)c3ccco3)n2)cc1	3	-2
Cc1cccc(NC(=O)NCc2ccc3c(c2)OCO3)c1C	-23	3
CC(C)(C)NC(=O)/C(=C\c1ccccc1F)NC(=O)c1ccc([N+](=O)[O-])cc1	-12	-3
CCCCCOC(=O)C1=C(C)NC(=O)NC1c1ccc2c(c1)OCO2 (stereo not given)	14	-7
O=S(=O)(c1ccc(F)cc1)N1CCN(CC(O)COCc2cccs2)CC1 (stereo not given)	-5	-10
CC(C)c1ccc(-c2c(C#N)c(N)nc3c2CCCCC3)cc1	-1	1
Cc1cc(-c2cn3ccccc3n2)c(C)n1-c1ccccc1	-2	40
O=c1c2ccccc2ncn1-c1ccc(Cl)cc1	16&-3	-4&-5
O=C(Oc1cccc(C(=S)N2CCOCC2)c1)c1cccc([N+](=O)[O-])c1	-5	5
O=C(COC(=O)C1CC(=O)N(Cc2ccco2)C1)Nc1nc(-c2ccc(F)cc2)cs1 (stereo not given)	-13	8
Cc1cccc(-c2cc(C(=O)Nc3ccncc3)c3ccccc3n2)c1	17	-4
O=C(O)C1CCC(=O)N(C2CC2)C1c1ccccc1 (stereo not given)	-18	0
CCOc1cc(/C=N/O)cc(Br)c1OCC	26	-2
CNC(=S)N1CCC(NC(=O)C(Cc2ccccc2)NC(C)=O)CC1 (stereo not given)	-8	3

Some values from the list:
H9c2 TAG inh DAPI viability, Cc1ccc(-c2nc(N)n(C(=O)c3ccco3)n2)cc1 is entered as -2
H9c2 TAG inh DAPI viability, O=C(N/N=C/c1cccnc1)C12CC3CC(CC(C3)C1)C2 is entered as 7
H9c2 TAG inh, O=C(COC(=O)C1CC(=O)N(Cc2ccco2)C1)Nc1nc(-c2ccc(F)cc2)cs1 (stereo not given) is entered as -13
H9c2 TAG inh DAPI viability, Cn1nc(C(=O)OCC(=O)Nc2ccc(S(N)(=O)=O)cc2)c2ccccc2c1=O is entered as 11

(more compounds)
SMILES	H9c2 TAG inh	H9c2 TAG inh DAPI viability
N/C(=N\OC(=O)c1ccco1)c1ccc(Br)cc1	6	-6
CCc1nc2ccc(C(=O)N(CC)CC(=O)Nc3c(F)cccc3F)cc2nc1CC	-21	6
CCOc1ccc(CCNC(=O)COC(=O)c2oc3ccccc3c2COC)cc1OCC	22	-17
O=C(Nc1cccc(-c2cn3c(n2)SCC3)c1)c1ccc2c(c1)OCO2	0	9
O=C(CSc1nnc(NC(=O)c2cccc(F)c2)s1)NCc1ccco1	3	-5
c1ccc(N2CCOCC2)c(Nc2nc3ccccc3n3cnnc23)c1	19	14
Clc1cc2c(cc1/C=N/Nc1nc(N3CCOCC3)nc(N3CCOCC3)n1)OCO2	2	1
CCN(CC)CCC(=O)NN	-1	0
Cc1ccc2c(c1)S/C(=C/c1ccc[n+](C)c1)N2CCO	-25	8
O=C(O)c1cccc2c(/C=N/Nc3ccccn3)c[nH]c12	-2	0
CCOc1cccc(CN2CCCC(CCC(=O)NCc3ccccc3F)C2)c1O (stereo not given)	6	-2
O=C(C[C@H]1C/C=C\CCC(=O)O[C@@H](c2ccccc2)CNC1=O)NCCO	-11	-14
CCOc1cccc(C(=O)Nc2nnc(-c3ccco3)s2)c1	-15	-3
COc1cccc(C(=O)OCC(=O)c2[nH]c(C)c(C(C)=O)c2C)c1	4	-12
COC(=O)Nc1nc(-c2ccccc2)c(C(=O)c2ccccc2)s1	65*	-29*
Cc1nn(-c2ccccc2)c(NC(=O)c2cccs2)c(-c2ccccc2)c1=O	-4	11
Cn1cc(Br)c(C(=O)n2cc(Br)cn2)n1	1	-2
Cc1nonc1NC(=O)CSc1nc2ccccc2cc1C#N	4	-5
Cc1ccccc1NC(=O)Cc1nnc(N)s1	-1	-3
Cn1c(=O)c2c(ncn2CC(=O)Nc2ccccc2N2CCOCC2)n(C)c1=O	7	-2
C[C@H](CO)N1C[C@H](C)[C@@H](CN(C)Cc2ccc(-c3ccccc3)cc2)Oc2c(NC(=O)c3ccncc3)cccc2C1=O	11	-4
CC(=O)c1c(O)c2ccccc2n(C(C)C)c1=O	0	-12
COc1ccc([C@H]2CC(=O)C=C(c3cccc4c3Oc3ccccc3S4)C2)cc1	-39	6
CCOc1ccccc1N(CC(=O)Nc1cccnc1)S(C)(=O)=O	4	-1
O=C(Cc1ccccc1F)Nc1ccccc1-c1ccccc1	3	-4

Among those listed so far, these have a COOH group:
SMILES	H9c2 TAG inh	H9c2 TAG inh DAPI viability
O=C(O)C1CCC(=O)N(C2CC2)C1c1ccccc1 (stereo not given)	-18	0
O=C(O)c1cccc2c(/C=N/Nc3ccccn3)c[nH]c12	-2	0

(listing goes on)
SMILES	H9c2 TAG inh	H9c2 TAG inh DAPI viability
COc1ccc(N2CCN(C(=O)CCC(=O)N3CCOc4ccc(C)cc43)CC2)cc1	-27	5
Cc1onc(-c2ccccc2Cl)c1C(=O)NC(=S)Nc1ccc(C(C)(C)C)cc1	1	-7
COc1ccccc1NC(=O)c1ccc2nc(C)c(C)nc2c1	17	5
CC1CCN(c2c(NCC3CCC(C(=O)NCc4ccccc4Cl)CC3)c(=O)c2=O)CC1 (stereo not given)	7	2
O=c1ccc2ccc(Oc3ccc([N+](=O)[O-])cc3Cl)cc2o1	-7	3
CCOc1ncccc1C(=O)OCC(=O)c1cc(C)n(Cc2ccco2)c1C	11	1
CCOc1ncccc1C(=O)Nc1ccc(S(=O)(=O)Nc2nccs2)cc1	0	-8
O=C(COCC(=O)NCc1ccccc1)NCc1ccccc1	8	7
Cc1cc(C(=O)NNC(=O)c2ccc(C)s2)c(C)o1	7	-10
CCN(CC)C(=O)COc1ccc(S(=O)(=O)N2CCCC2)cc1	-1	-5
O=C(c1ccco1)N1CCN(C(=O)c2ccc(-c3ccccc3Cl)o2)CC1	-9	-3
O=C(CN1C(=O)NC2(CCOc3ccccc32)C1=O)c1ccc(Br)cc1 (stereo not given)	24	-4
O=C(CNC(=O)c1ccc(Br)cc1)c1ccc(Br)cc1	-2	2
O=C1CN(C(=O)COC(=O)Cc2ccccc2F)c2ccccc2N1	4	-10
CC1(C)CC(=O)c2cnc(NC(=O)C3CCCC3)nc2C1	5	-7
O=C1NCC(O)=C1C=Nc1ccccc1O	19	-9
Cc1cc(C(=O)CCC(=O)Nc2ccc(S(N)(=O)=O)cc2)c(C)s1	-12	1
CC(C)N(C(C)C)S(=O)(=O)c1ccc(Cl)nc1	-4	-2
CSc1ccc(C(=O)C2CCCN(C(=O)CCCn3cncn3)C2)cc1 (stereo not given)	-3	-4
Oc1ccccc1C=NCCCCCCN=Cc1ccccc1O	13	-3
COc1cc(C(=O)N(C)C2CCCCC2)cc(OC)c1OC	6	-7
S=c1[nH]nc(-c2ccccn2)n1/N=C/c1cccc(Cl)c1	-1	2
Cc1c(Br)c(C(F)(F)F)nn1CC(=O)NCCCn1ccnc1	2	67
Cc1ccc(C(C[N+](=O)[O-])c2c(N)n(C)c(=O)n(C)c2=O)cc1 (stereo not given)	-1	-5
CN(CC(=O)NCc1ccco1)S(=O)(=O)c1ccc2c(c1)c(=O)n(C)c(=O)n2C	4	1

Part of the list above in another layout.
Each structure is followed by: H9c2 TAG inh, H9c2 TAG inh DAPI viability
O=C1NCC(O)=C1C=Nc1ccccc1O
→ 19, -9
Cc1cc(C(=O)CCC(=O)Nc2ccc(S(N)(=O)=O)cc2)c(C)s1
→ -12, 1

Other compounds:
SMILES	H9c2 TAG inh	H9c2 TAG inh DAPI viability
COc1ccc(N2CC(C)Cn3c2nc2c3c(=O)n(Cc3ccc(F)cc3)c(=O)n2C)c(OC)c1 (stereo not given)	-28	-12
COc1ccc(CNC(=O)c2sc(=O)n(Cc3ccc(-c4ccccc4)cc3)c2C)cc1OC	-7	8
Cc1cc(C(=O)OCC(=O)N2CCN(c3ccccc3)CC2)c2ccccc2n1	-19	6
COc1ccc(/C=C(\C)C(=O)c2c(C)cc(C)[nH]c2=O)cc1	-6	13
Cc1ccccc1OCC(=O)Nc1nc(-c2ccncc2)cs1	-3	-1
CCc1cccc(CC)c1-n1c(SCC(=O)N2CCCc3ccccc32)nc(O)cc1=O	5	-15
O=C(NCC1(N2CCCCC2)CCCCC1)c1cccc(S(=O)(=O)Nc2ccccc2Cl)c1	-10	-2
CC1(C)CC(=O)C(C=NCc2ccc3c(c2)OCO3)=C(O)C1	4	-5
COc1cccc(C(O)c2nc(-c3cccc(C(=O)O)c3)cs2)c1 (stereo not given)	-5	-2
OC[C@@H]1CN(Cc2ccco2)C[C@H](n2cnc3c(N4CCOCC4)ncnc32)O1	2	-10
Cc1c(NC(=S)NC(=O)c2ccc(-c3ccc(Cl)cc3)o2)cccc1C(=O)O	-13	-3
CCN(C(=O)Cn1ccc(C(F)(F)F)n1)c1c(N)n(Cc2ccccc2)c(=O)[nH]c1=O	18	-9
CC1(C)NC(=O)N(CCCC(=O)Nc2ccc(C(F)(F)F)cc2)C1=O	-17	-4
Cn1cc([N+](=O)[O-])c(C(=O)N2CCCCCC2)n1	21	-10
O=C(c1ccc(NS(=O)(=O)c2cccc(C(F)(F)F)c2)cc1)N1CCCC1	-4	5
O=C(NCCCCCCNC(=O)OC1CCS(=O)(=O)C1)OC1CCS(=O)(=O)C1 (stereo not given)	13	0
O=C(c1cccs1)N1C(=O)c2cccc3cccc1c23	3	4
Cc1cc(F)ccc1S(=O)(=O)N1CCCOC1CNC(=O)C(=O)NC1CCCCC1 (stereo not given)	20	-7
O=C(CCSc1nnc(-c2ccncc2)o1)Nc1ccc(F)cc1	4	2
CCn1c(SCC(=O)Nc2nc(C)cs2)nnc1C(C)NC(=O)c1ccccc1 (stereo not given)	9	2
COc1ccc(N2CC(NS(=O)(=O)c3ccc4ccccc4c3)CC2=O)cc1 (stereo not given)	-2	-1
Cc1cccc(C(=O)Nc2ccc(C(=O)c3ccccc3)cc2)c1	-4	-4
CCOC(=O)C1CCN(S(=O)(=O)c2ccc3c4c2CC(=O)N4CC(C)S3)CC1 (stereo not given)	-17	11
COc1cccc(C(O)c2nc(-c3cc4ccccc4o3)cs2)c1 (stereo not given)	-9	-2
CC(=O)CSc1nnc(NC(=O)CCc2ccccc2)s1	2	3
CC1(C)Cc2cccc(OCC(=O)O)c2O1	-1	4
COc1ccc(C2C(C(C)=O)=C(O)C(=O)N2CCc2c[nH]c3ccccc23)cc1OC (stereo not given)	9	-3
CCOC(=O)c1oc2ccccc2c1N	1	2
O=C(O)c1ccc(S(=O)(=O)N2CCCCCCC2)cc1	-5	-4
CCCCOc1ccc(C2OC34CCCCC3C(C#N)(C#N)C2(C#N)C(=N)O4)cc1 (stereo not given)	-7	8
O=C(c1ccc(OC2CCN(C/C=C/c3ccc(F)cc3)CC2)cc1)N1CCCCC1	5	15
COc1ccc(OC)c(NP2(=O)OCC(C)([N+](=O)[O-])CO2)c1 (stereo not given)	-11	3
O=C(COc1ccc(F)cc1)NCC1(N2CCOCC2)CCCCC1	1	3
O=C(Nc1ccc(Cl)c(S(=O)(=O)N2CCCCC2)c1)c1ccncc1	-13	8
Cn1c(CCC(=O)Nc2ccc(S(C)(=O)=O)cc2)nc2cc(S(=O)(=O)N3CCOCC3)ccc21	5	2
CN1C(=O)[C@H]2[C@@H](C3CC3)N3C(=O)CN(Cc4ccc(-c5ccccc5)cc4)C(=O)[C@@]3(C)[C@H]2C1=O	-39	-3
O=C1/C(=C/C=C/c2ccccc2)Oc2c1ccc(O)c2CN1CCN(CCO)CC1	2	-2
Cc1ccc(CSc2nnc(-c3ccccn3)n2Cc2cccs2)cc1	-16	-6
CC1=C(C(=O)Nc2cc(C(=O)NCc3ccccc3)ccc2C)SCCO1	-2	4
C/C(=N\NC(=S)NC1CCCCC1)c1ccc(C)o1	-13	-7
Nc1c(C(=O)NCc2ccc3c(c2)OCO3)nnn1-c1ccc(OC(F)(F)F)cc1	12	6
COC(=O)CCC(C)C1CCC2C3CCC4CC(O)CCC4(C)C3=CC(=O)C12C (stereo not given)	-4	8
CC(C)CN(C(=O)CN(C)S(=O)(=O)c1ccc(Cl)cc1)C1CCS(=O)(=O)C1 (stereo not given)	8	-7
COC(C[C@@H]1O[C@@H]1[C@@H](O)COCc1ccccc1)OC	7	-10
OC(c1ccc(Cl)cc1)c1ncc(-c2ccccc2Cl)[nH]1 (stereo not given)	-33	4
Cc1ccc(S(=O)(=O)N2CCC(C(=O)Nc3cccnc3)CC2)cc1	5	-6
CCOCCCNC(=O)c1c(-c2ccccc2)noc1C	14	-12
O=C(NCC1CCCO1)C1CCCN1C(=O)Nc1ccc(Cl)c(Cl)c1 (stereo not given)	-2	0
Cc1ccc2oc3c(c(=O)c2c1)C(c1cccc(Cl)c1)N(CCCN1CCOCC1)C3=O (stereo not given)	7	2
